High-throughput results (PubChem BioAssay)
bIAP act = intestinal alkaline phosphatase (bovine) activation; activation factor at 20 µM; AID 1016; purified bovine IAP, CDP-star luminescence, 30 min; stronger effect = higher value; fold of DMSO-control signal, blank-subtracted; 200,000 compounds, 0.17% hits;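 active means activation factor of 2 or more at 20 µM, a signal rise over negative controls twice the positive control's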
TNAP inh noacc = TNAP (human) inhibition, acceptor-free conditions. purified TNAP, CDP-star luminescence, 30 min. inhibition, % at 20 µM. 200,000 compounds, 0.26% hits;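 active means tissue-nonspecific alkaline phosphatase inhibition above about 50% at 20 µM in the single-dose screen, limit read from the data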;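 further: 0% = DMSO negative control and 100% = EDTA positive control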
Target sequence (P05186 whole entry, looked up): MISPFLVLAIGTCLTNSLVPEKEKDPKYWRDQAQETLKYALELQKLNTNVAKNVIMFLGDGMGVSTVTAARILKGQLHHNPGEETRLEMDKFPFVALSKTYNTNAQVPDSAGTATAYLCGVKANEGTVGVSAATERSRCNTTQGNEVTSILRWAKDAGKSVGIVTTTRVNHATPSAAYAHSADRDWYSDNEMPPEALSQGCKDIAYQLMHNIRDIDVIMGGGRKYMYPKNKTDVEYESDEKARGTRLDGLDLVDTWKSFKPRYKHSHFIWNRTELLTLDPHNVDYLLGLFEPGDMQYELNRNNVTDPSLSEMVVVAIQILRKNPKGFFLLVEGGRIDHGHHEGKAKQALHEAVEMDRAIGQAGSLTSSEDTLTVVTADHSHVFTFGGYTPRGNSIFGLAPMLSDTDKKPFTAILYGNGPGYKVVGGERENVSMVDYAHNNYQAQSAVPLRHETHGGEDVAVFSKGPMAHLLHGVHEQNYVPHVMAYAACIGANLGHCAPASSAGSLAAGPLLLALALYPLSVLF
PPARg SRC-2 ag = agonists of SRC-2 recruitment by human PPARgamma | PPARgamma LBD-SRC-2 recruitment, biochemical | activation, % at 8 µM | 200,000 compounds, 0.34% hits; in the data active means activation above about 22%;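 further: 0% = vehicle and 100% = reference agonist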
Target sequence (P37231 whole entry, looked up, the tested form may be a part): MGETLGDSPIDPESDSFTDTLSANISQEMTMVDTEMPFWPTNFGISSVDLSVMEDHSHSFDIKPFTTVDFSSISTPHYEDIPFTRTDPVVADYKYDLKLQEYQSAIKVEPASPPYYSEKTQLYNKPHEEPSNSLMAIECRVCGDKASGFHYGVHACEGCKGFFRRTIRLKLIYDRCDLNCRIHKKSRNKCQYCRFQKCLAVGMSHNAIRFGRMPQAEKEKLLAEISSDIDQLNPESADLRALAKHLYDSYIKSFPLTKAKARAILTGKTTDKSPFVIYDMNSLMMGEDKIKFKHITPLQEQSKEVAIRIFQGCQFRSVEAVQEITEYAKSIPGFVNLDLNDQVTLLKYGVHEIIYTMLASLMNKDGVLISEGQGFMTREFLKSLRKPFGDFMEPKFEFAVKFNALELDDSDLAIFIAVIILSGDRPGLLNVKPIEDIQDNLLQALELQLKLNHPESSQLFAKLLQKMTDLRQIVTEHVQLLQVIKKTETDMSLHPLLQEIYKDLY
PPARg SRC-1 ag = PPARgamma-driven SRC-1 recruitment agonism; P37231; PPARgamma-SRC-1 coactivator recruitment biochemical assay; activation, % at 8 µM; 200,000 compounds, 0.41% hits; AID 631; in the data active means activation above about 19%;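 further: 0% = DMSO and 100% = reference agonist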
SRC2 TRFRET art = flags TR-FRET format artefacts in PPARgamma SRC-2 recruitment agonist screen. TR-FRET artefact counter-screen; stronger effect = higher value. TR-FRET ratio at 8 µM. 200,000 compounds, 0.4% hits; in the data active means TR-FRET ratio above about 2000; further: inactives centre near 1500
TNAP act hiacc = activators of human TNAP at high phosphate acceptor concentration; P05186; purified TNAP, CDP-star luminescence, 1 M DEA, 30 min; stronger effect = higher value; 0 = EDTA background, 1 = DMSO-only activity; activation factor at 20 µM; 200,000 tested, under 10 active; AID 1136;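 active means activation factor at least 2 at 20 µM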
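system = human TNAP | amount = enzyme diluted 1/800 final | reagent = 100 µM CDP-star substrate | signal = luminescent substrate turnover signal | dosing = one dose, 20 µM | benchmarks = EDTA negative control, DMSO positive control | measure = activation factor | timing = 30 min reaction, room temperature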
HMGR II inh = E. faecalis class II HMG-CoA reductase inhibition; purified E. faecalis HMGR, NADPH absorbance 340 nm kinetic; inhibition, % at 10 µM; 190,000 compounds, 0.41% hits;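 active means inhibition above a set limit, the median over all tested compounds plus 3 SD, cut at about 9.5% in these data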;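 further: enzyme runs in reverse so mevalonate oxidation gives rising NADPH absorbance; 0% = complete reaction with DMSO and 100% = background rate lacking mevalonate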
TNAP inh hiacc = inhibitors of human TNAP at high phosphate acceptor concentration. purified TNAP, CDP-star luminescence, 1 M DEA. 200,000 compounds, 0.03% hits. P05186. inhibition, % at 20 µM;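 active means over 50% inhibition of tissue-nonspecific alkaline phosphatase at 20 µM in the single-dose screen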;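 further: plate controls were DMSO wells for no effect and EDTA-quenched wells as full inhibition for full effect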
bIAP inhibitor = blocks bovine intestinal alkaline phosphatase activity. 190,000 tested, under 10 active. purified bovine IAP, CDP-star luminescence, 30 min. inhibition, % at 20 µM;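 active means over 50% inhibition of intestinal alkaline phosphatase at 20 µM in the single-dose screen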
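System: purified bovine intestinal alkaline phosphatase (IAP) enzyme; Input: IAP diluted 1/65,000,000 in the well; Measured by: CDP-star luminescence signal; Compound dosing: 20 µM single dose; Incubation: 30 min reaction at room temperature.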
PPARg SRC3 recr = PPARgamma-driven SRC-3 recruitment agonism; P37231; biochemical PPARgamma/SRC-3 coactivator recruitment assay; activation, % at 8 µM; 200,000 compounds, 0.26% hits; AID 731; in the data active means activation above about 23%;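 further: 0% = DMSO and 100% = reference agonist; some compounds past the cut are filed as inactive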
* = called active by the depositor; . = no result given.

SMILES	bIAP act	TNAP inh noacc	PPARg SRC-2 ag	PPARg SRC-1 ag	SRC2 TRFRET art	TNAP act hiacc	HMGR II inh	TNAP inh hiacc	bIAP inhibitor	PPARg SRC3 recr
COc1cccc(CN2CCN(c3ccc(F)cc3)C2=O)c1	0.9	-9.3	10.5	6.6	1785	1	-8.2	-2.0	12.5	3.1
Cn1c(=O)c2c(ncn2CC(=O)Nc2nc3ccc(F)cc3s2)n(C)c1=O	1	-5.5	10.2	3.0	1597	1	-0.8	-1.1	4.4	-1.3
COc1ccc(Nc2nc(Cl)nc(NCCO)n2)cc1	1.1	-7.5	8.6	2.9	1623	1	3.2	2.5	-5.7	0.5
COc1cccc(NC(=O)C(Cc2ccccc2)NC(=O)C2CCC(C)CC2)c1 (stereo not drawn)	1	-11.3	0.8	-0.8	1470	1	1.0	1.2	2.3	1.9
CC(=O)c1ccc(OCCCC(=O)NC2=NCCS2)cc1	0.9	-5.0	-5.1	1.7	1581	1	-6.8	-1.4	9.3	-7.8
CCOc1ccc(S(=O)(=O)Nc2ccccc2SC)cc1	0.9	-5.5	1.6	3.6	1441	1	-4.2	1.7	7.6	11.8
CN(C)[C@H]1N(C(=O)c2ccc(Br)cc2)N=C2c3ccccc3S(=O)(=O)N21	0.9	-15.0	2.7	-0.2	1502	1	-7.5	-0.4	5.5	-9.5
Cc1cc(C)n(CC(O)COc2ccccc2C(=O)Nc2ccccc2)n1 (stereo not drawn)	1	-12.6	8.5	2.7	1559	1.1	0.8	-7.2	-3.0	3.3
CCCCCCOc1ccc(N2C(=O)CC(S/C(N)=N/N=C(\C)c3cccs3)C2=O)cc1 (stereo not drawn)	1	-3.6	3.7	1.5	1478	1	-1.6	-4.4	4.6	-1.2
COc1ccc(NC(=O)CC2SC(=Nc3ccccc3)NC2=O)c(OC)c1 (stereo not drawn)	0.8	-0.5	2.0	0.4	1453	1	-2.6	-3.8	15.7	7.8
O=C(CSCc1c(Cl)cccc1Cl)Nc1cccnc1	0.8	-9.8	5.2	1.7	1501	1	3.1	-0.8	23.9	2.9
Cc1cc(C(=O)OCC(=O)N2CCCC2)c2ccccc2n1	0.9	-19.8	6.8	-4.0	1529	1	-5.5	-2.1	5.4	-1.6
O=C1CC(c2ccco2)Cc2nc(N3CCN(Cc4ccc5c(c4)OCO5)CC3)ncc21 (stereo not drawn)	1.1	2.1	3.3	2.9	1439	1.1	-5.3	-9.1	-14.5	15.2
CCOC(=O)c1cc2c(ccn2C)n1CC(=O)N1CCN(c2cccc(C(F)(F)F)c2)CC1	1	-4.3	-4.5	-5.6	1407	1	-16.6	4.5	1.6	-1.4
C=CCn1c(COc2ccccc2)nnc1SCC(=O)O	1	-0.9	-1.1	0.2	1513	1	-3.6	-1.6	4.5	0.1

Pulled by compound from above, 5 records:
SMILES	bIAP act	TNAP inh noacc	PPARg SRC-2 ag	PPARg SRC-1 ag	SRC2 TRFRET art	TNAP act hiacc	HMGR II inh	TNAP inh hiacc	bIAP inhibitor	PPARg SRC3 recr
COc1ccc(Nc2nc(Cl)nc(NCCO)n2)cc1	1.1	-7.5	8.6	2.9	1623	1	3.2	2.5	-5.7	0.5
COc1ccc(NC(=O)CC2SC(=Nc3ccccc3)NC2=O)c(OC)c1 (stereo not drawn)	0.8	-0.5	2.0	0.4	1453	1	-2.6	-3.8	15.7	7.8
CCCCCCOc1ccc(N2C(=O)CC(S/C(N)=N/N=C(\C)c3cccs3)C2=O)cc1 (stereo not drawn)	1	-3.6	3.7	1.5	1478	1	-1.6	-4.4	4.6	-1.2
Cc1cc(C)n(CC(O)COc2ccccc2C(=O)Nc2ccccc2)n1 (stereo not drawn)	1	-12.6	8.5	2.7	1559	1.1	0.8	-7.2	-3.0	3.3
CCOc1ccc(S(=O)(=O)Nc2ccccc2SC)cc1	0.9	-5.5	1.6	3.6	1441	1	-4.2	1.7	7.6	11.8

Further entries
SMILES	bIAP act	TNAP inh noacc	PPARg SRC-2 ag	PPARg SRC-1 ag	SRC2 TRFRET art	TNAP act hiacc	HMGR II inh	TNAP inh hiacc	bIAP inhibitor	PPARg SRC3 recr
COC(=O)[C@@]1(Cc2ccc(OC)cc2)[C@@H]2[C@@H](CC(=O)[C@H]2CC(=O)C(=O)N(C)C)CN1C(=O)c1ccccc1	0.9	-4.8	3.3	-3.2	1276	1	-4.4	0.7	8.5	-0.6
Cc1ccc(-c2ccc(C(=O)Nc3ccccc3)o2)c2ccccc12	1	-5.8	-6.6	-1.6	1559	1	0.8	-1.6	2.5	2.7
CCOc1ccc(NC(=O)CSc2nc3c([nH]c4ccccc43)c(=O)n2C)cc1	1.1	-16.4	9.4	10.9	1616	1.1	-3.8	-6.4	-7.4	8.2
COC(=O)C(CCSC)NC(=O)C(NC(=O)C1CCC(C)CC1)C(C)C (stereo not drawn)	0.9	-8.3	-4.4	3.6	1389	1	1.2	-1.9	5.2	0.3
COc1ccccc1N1CCN(CC(O)COc2ccc(S(=O)(=O)N3CCOCC3)cc2)CC1 (stereo not drawn)	1	-14.2	-0.6	2.0	1391	1	-2.2	-3.6	-2.9	-11.4
Cc1c(NC(=O)CC2CC(C)OC2=O)c(=O)n(-c2ccccc2)n1C (stereo not drawn)	.	.	0.7	-6.2	1336	.	.	.	.	4.4
CC(=O)Nc1cccc(NC(=O)c2ccc([N+](=O)[O-])cc2Cl)c1	0.9	-9.8	11.1	2.1	1686	1.1	-5.1	-9.7	11.9	12.1
COC(=O)C1C(=O)C=C(Nc2ccc(F)cc2F)CC1c1ccc(OC)cc1 (stereo not drawn)	0.9	-10.8	1.0	5.3	1619	1	1.1	-3.3	6.8	3.9
Cn1c(=O)[nH]c(=O)c2c1nc(Br)n2CCCc1ccccc1	1	-4.9	-1.4	-5.9	1303	1	-0.8	-3.5	4.7	-15.6
CCN(CC)c1ccc(/C=C2/SC(=O)N(C(C)C)C2=O)o1	1	-16.3	-1.9	10.7	1432	0.8	-1.5	21.8	1.1	4.3
CCOC(=O)c1ccc(NC(=O)CSc2nnc(COc3ccccc3OC)n2C)cc1	0.9	-3.6	15.3	2.5	1567	1	1.3	-2.7	13.3	13.3
CC(CCc1ccccc1)NC(=O)c1ccc(NC(=O)c2cccc(Br)c2)cc1 (stereo not drawn)	1.1	-9.0	2.0	-3.1	1418	1	1.4	-0.8	-9.2	3.5
Cc1nc2sc3c(c2c(=N)n1N)CCCC3	1	-24.9	0.2	-4.6	1487	1	0.9	0.2	-0.5	0.6
CCN(C(=O)c1ccc(C(C)(C)C)cc1)c1nnc(Cn2nnc3ccccc32)s1	0.9	-15.8	5.3	3.2	1675	1.1	-7.5	-6.4	5.4	10.5
O=C(N/N=C/c1ccc(OC2CSC2)cc1)c1ccccc1	1	-3.1	1.7	1.1	1461	1	-2.7	-3.1	2.7	0.7
O=C(/C=C/c1c(F)cccc1Cl)Nc1ncccn1	0.8	-15.4	-1.6	1.6	1450	1.1	0.6	-5.3	17.0	2.0
Cc1nn(Cc2ccccc2)c(C)c1NC(=O)CCCn1nc(C)c([N+](=O)[O-])c1C	1	-4.0	3.6	3.5	1608	1	-6.7	-0.9	1.0	4.0
CCOC(=O)CC1C(=O)NCCN1C(=S)Nc1ccccc1 (stereo not drawn)	0.6	-6.0	-6.6	-4.3	1560	1.1	-5.2	-5.1	42.2	-2.2
Cc1cc(C)n(-c2ccc(C(=O)Nc3cc(C(F)(F)F)ccc3N3CCOCC3)cc2)n1	0.9	-9.7	9.9	2.7	1526	1.1	-7.2	-7.7	10.3	4.5
CO/N=C/C(C#N)c1ncc(C(F)(F)F)cc1Cl (stereo not drawn)	0.9	-4.6	1.9	6.9	1719	1	-5.6	3.3	6.5	7.7
O=C(CSCCSCC(=O)c1ccco1)c1ccco1	1	-5.0	-7.5	-6.9	1473	1	-1.1	0.6	1.7	4.9
COc1ccccc1N1CCN(C(=O)c2ccc(CN3CCc4ccccc4C3)cc2)CC1	1	-13.4	-0.6	0.1	1553	1.1	-5.7	-13.6	-3.5	1.6
CN(C)c1ccc(NC(=O)Nc2cccc3ccccc23)cc1	1.1	-13.5	15.6	8.7	1530	1	-7.0	-4.1	-8.6	12.7
C=CCNC(=S)Nc1cc(Cl)ccc1OC	0.9	-10.8	1.7	0.6	1463	1	0.2	-2.8	7.3	-1.2
Cc1cccc(-c2c3c(=O)n(C)c(=O)n(C)c3cn2-c2ccc(O)cc2)c1	.	.	-0.1	-3.7	1357	.	.	.	.	-11.1
COc1cc(OC)nc(NC2OC(=O)c3ccccc32)n1 (stereo not drawn)	1	-4.2	1.6	-2.9	1494	1	-2.9	-2.8	4.8	-2.3
COc1ccc(N2C(=O)CC(C#N)=C2N)cc1	0.9	-9.1	0.4	-1.0	1619	1.1	3.3	-6.4	5.2	-0.1
O=C(O)C12CC3CC(C1)CC(n1cnc(Cl)n1)(C3)C2	1.1	-14.2	-10.5	-6.1	1466	1.1	-5.3	-6.5	-6.9	-9.1
O=C(Cn1nc(-c2ccccc2)c2ccccc2c1=O)NCC1CCCO1 (stereo not drawn)	0.9	-13.1	-10.2	-3.5	1462	1.1	1.5	-6.0	8.3	-2.5
COc1ccc(NC(=O)C(=O)NCCN2CCN(C(=O)c3ccco3)CC2)cc1	0.9	-8.8	10.0	8.8	1689	1	2.2	-4.1	11.3	-1.2
Oc1c(C(c2ccco2)N2CCOCC2)sc2ncnn12 (stereo not drawn)	1	-12.1	-0.5	-0.8	1486	1	-3.0	-3.6	-1.0	3.1
Oc1cc(Cc2ccccc2)cnc1CN1CCCCC1	1	-5.7	4.9	0.2	1778	1	0.7	-2.8	-2.1	-4.2
Cc1ccc(C)c(NC(=O)C(Sc2nc3ccccc3c(=O)n2CC(C)C)c2ccccc2)c1 (stereo not drawn)	0.6	-240.8	7.8	-1.1	1518	1.4	2.0	-37.2	35.6	0.1
N#Cc1c(-c2ccco2)nc(SCC(=O)Nc2ccc(S(N)(=O)=O)cc2)[nH]c1=O	0.9	11.1	6.6	5.2	1576	1.1	0.8	-5.7	6.3	-3.3
CCN(CC)S(=O)(=O)c1ccc(Nc2ccc(-c3ccc4c(c3)OCCO4)nn2)cc1	1	-5.0	-10.3	-2.3	1375	1	-2.0	-0.6	-0.4	-19.0
O=C(COC(=O)c1cccnc1)Nc1ccccc1	0.9	-5.9	9.3	5.9	1645	1	7.7	-3.5	8.3	-5.7
COc1cccc2sc(N(CCCN(C)C)C(=O)c3sc4ccccc4c3Cl)nc12	0.8	-1.7	8.1	11.3	1572	1	1.1	-3.1	23.0	4.9

Quoted from the listing.
PPARg SRC-2 ag result of N#Cc1c(-c2ccco2)nc(SCC(=O)Nc2ccc(S(N)(=O)=O)cc2)[nH]c1=O stands at 6.6
PPARg SRC3 recr result of Cc1ccc(C)c(NC(=O)C(Sc2nc3ccccc3c(=O)n2CC(C)C)c2ccccc2)c1 (stereo not drawn) stands at 0.1
bIAP inhibitor result of Oc1cc(Cc2ccccc2)cnc1CN1CCCCC1 stands at -2.1
bIAP inhibitor result of CCN(CC)S(=O)(=O)c1ccc(Nc2ccc(-c3ccc4c(c3)OCCO4)nn2)cc1 stands at -0.4
